Runt-SMMHC FRET: inhibitors of RUNX1 Runt–CBFb-SMMHC binding, primary screen, biochemical, FRET, Cerulean-Runt, Venus-CBFb-SMMHC, uHTS; actives 0.74% (n = 220,000); inhibition, % at 20 µM; Runt-related transcription factor 1 (Homo sapiens) + Core-binding factor subunit beta …; Cerulean-Runt/Venus-CBFb-SMMHC FRET ratio 530/480, 1 h; AID 1434, 2008;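 active = mean inhibition across duplicate retests at 20 µM reaching about 50%, limit read from the data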;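 note: 0% = DMSO wells and 100% = wells with excess untagged CBFb-SMMHC; inhibitors lower the FRET ratio by blocking Runt binding to CBFb-SMMHC; some results filed as inactive read as strong as hits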
CHOP inh: inhibitors of CHOP promoter induction, primary screen, cell-based, unfolded protein response, luciferase reporter; CHO-K1 CHOP-promoter luciferase, tunicamycin-induced, 15-18 h; actives 3.8% (n = 220,000); inhibition, % at 10 µM;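 active = compounds that reduced the stress-induced luciferase reporter signal by more than about 70% of percent inhibition, limit read from the data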;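 note: 0% = tunicamycin plus vehicle and 100% = wells without tunicamycin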
Mdm2 ligase inh: MDM2-luciferase reporter signal enhancers, primary screen, MDM2 E3 ligase inhibitor project, cell-based, luminescence, 1536-well; E3 ubiquitin-protein ligase Mdm2 (Homo sapiens), Q00987; cell-based MDM2 ubiquitination luciferase reporter, 2 h; 0 = plate control, 100 = twice control, blank-subtracted; signal enhancement, % at 5 µM; actives 0.11% (n = 210,000); AID 1230, 2008;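 active = signal enhancement of 30% or more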;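 note: luminescence tracks abundance of the self-degrading MDM2-luciferase fusion protein; higher signal means inhibition of MDM2 E3 ligase activity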
Target sequence (Q00987 whole entry, looked up, the tested form may be a part): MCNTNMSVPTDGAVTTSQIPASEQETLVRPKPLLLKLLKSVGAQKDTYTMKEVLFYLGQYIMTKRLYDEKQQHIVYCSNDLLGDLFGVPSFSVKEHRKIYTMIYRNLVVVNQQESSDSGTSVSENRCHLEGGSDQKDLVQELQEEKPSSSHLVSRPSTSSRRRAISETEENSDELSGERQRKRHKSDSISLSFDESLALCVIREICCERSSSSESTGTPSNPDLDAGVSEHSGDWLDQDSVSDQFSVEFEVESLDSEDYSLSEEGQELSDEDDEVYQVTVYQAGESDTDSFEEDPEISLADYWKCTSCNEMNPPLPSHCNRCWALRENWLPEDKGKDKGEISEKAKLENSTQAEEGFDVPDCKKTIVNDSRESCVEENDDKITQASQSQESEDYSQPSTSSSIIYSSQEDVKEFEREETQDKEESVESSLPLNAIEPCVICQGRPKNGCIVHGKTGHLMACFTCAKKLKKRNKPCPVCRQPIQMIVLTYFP
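Timing – 2 h compound exposure at 37 °C · Assay system – mammalian cells stably expressing self-ubiquitinating, self-degrading MDM2 E3–luciferase fusion · Amount – 2000 cells seeded into each well · Measure – % luminescence enhancement versus blank-corrected plate control mean · Measured by – SteadyLite luminescence, 15 min reagent step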
PPC-1+TRAIL kill: compounds killing PPC-1 cancer cells with TRAIL present, primary screen, TRAIL potentiator project, ATPLite luminescence, uHTS | PPC-1 cells + TRAIL, ATPLite viability luminescence | cell killing (% activity), % at 4 µM | actives 0.41% (n = 220,000);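 active = cell killing above 50% in the first pass at 4 µM, then a duplicate retest at 5 µM averaging 50% or more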;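 note: plate controls were cells with TRAIL plus DMSO for no effect and medium-only wells lacking cells for full effect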
zfTRPN1 agonist: zebrafish TRPN1 channel agonists, primary screen, cell-based, HEK293, calcium fluorescence. activation, % at 3 µM. actives 0.18% (n = 220,000). HEK293 zebrafish TRPN1-YFP, Fluo-8 calcium fluorescence; 100% = response to 87 µM carbachol. transient receptor potential cation channel N1 (TRPN1/NompC), Danio rerio;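 active = activation above its plate's cutoff, the mean activation of test wells on that plate plus 3 SD, cut at about 19% in these data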;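 note: 0% = DMSO alone and 100% = 87 µM carbachol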
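Assay system: Zebrafish TRPN1-YFP in HEK293 cells | Incubation: Dye loading 1 h at 37 °C, then 30 min room temperature | Measured by: Kinetic Fluo-8 fluorescence, ex 470-495, em 515-575 nm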
p47phox inh: p47phox/p22phox peptide binding inhibitors, primary screen, biochemical, uHTS, NADPH oxidase regulatory subunit. actives 0.53% (n = 220,000). AID 1274, 2008. inhibition, % at 24.7 µM. fluorescence polarization, 2 h. Neutrophil cytosol factor 1 (Homo sapiens), P14598;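 active = inhibition above about 30%, limit read from the data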;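 note: 0% = p47phox with labelled peptide and 100% = labelled peptide alone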
TRPML3 agonist: human TRPML3 channel agonists, primary screen, cell-based, HEK293 TRPML3-YFP, Fluo-8 calcium fluorescence, 3 µM; activation, % at 3 µM; AID 1448, 2008; Mucolipin-3 (Homo sapiens), Q8TDD5; actives 0.29% (n = 220,000); 100% = the carbachol control signal;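 active = activation above its plate's cutoff, the mean activation of the plate's test wells plus 3 SD, cut at about 12% in these data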;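 note: 0% = DMSO only wells and 100% = carbachol wells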
Target sequence (Q8TDD5 whole entry, looked up): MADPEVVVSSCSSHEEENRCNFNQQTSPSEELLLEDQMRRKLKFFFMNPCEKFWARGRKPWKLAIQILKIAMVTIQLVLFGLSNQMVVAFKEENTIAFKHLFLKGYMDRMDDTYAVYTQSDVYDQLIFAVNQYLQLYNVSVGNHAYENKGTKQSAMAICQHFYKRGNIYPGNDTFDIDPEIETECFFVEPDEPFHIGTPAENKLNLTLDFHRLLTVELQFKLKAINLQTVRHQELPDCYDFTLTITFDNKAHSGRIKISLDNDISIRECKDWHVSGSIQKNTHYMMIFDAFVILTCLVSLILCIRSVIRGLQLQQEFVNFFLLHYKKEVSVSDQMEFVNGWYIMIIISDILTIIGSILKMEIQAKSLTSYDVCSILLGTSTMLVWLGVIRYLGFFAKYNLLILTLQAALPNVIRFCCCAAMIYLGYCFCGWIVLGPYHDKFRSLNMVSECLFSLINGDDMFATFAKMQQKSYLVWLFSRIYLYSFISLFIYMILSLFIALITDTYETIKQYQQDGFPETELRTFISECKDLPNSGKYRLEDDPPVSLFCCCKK
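Test system: HEK293 cells stably carrying human TRPML3-YFP; Doses: single dose, 3 µM final nominal compound, 0.3% DMSO final; Schedule: dye loading 1 h 37 °C then 30 min ambient, 125 s read; Technique: Fluo-8 calcium fluorescence; Benchmarks: high control carbachol 87 µM, low control DMSO.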
EBV gp42 block: Epstein-Barr virus gp42 inhibitors, primary screen, biochemical, uHTS, fluorescence polarization | Glycoprotein 42 (Epstein-Barr virus (strain AG876)), Q1HVG2 | Fluorescence polarization binding assay, mP read-out | inhibition, % (tested at 21.74 µM) | actives 0.42% (n = 220,000) | AID 1085, 2008; in the data active = inhibition above about 50%
TNF death inh: inhibitors of TNF-alpha triggered necroptosis, primary screen, cell-based, Jurkat FADD-/-, single concentration. Jurkat FADD-/- TNF necroptosis rescue, ATP luminescence, 24 h; 0 = TNF only, 100 = no-TNF cells. activation (protection from cell death), % at 10 µM. actives 0.068% (n = 220,000);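 active = activation, meaning protection from cell death, of at least 50% relative to plate controls; inactive = activation below 50%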;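 note: necroptosis triggered by 40 ng/mL TNF-alpha added together with compound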
Starred values were filed as active, the others as inactive; · = no result given.

SMILES	Runt-SMMHC FRET	CHOP inh	Mdm2 ligase inh	PPC-1+TRAIL kill	zfTRPN1 agonist	p47phox inh	TRPML3 agonist	EBV gp42 block	TNF death inh
Cc1ccc(CN2C(=O)N/C(=C\c3ccc(N4CCOCC4)cc3)C2=O)cc1	-16.7	92.3*	17.4	4.6	-0.7	-7.0	0.8	-18.1	1.8
CN(c1nc2ccccc2n2c(-c3ccco3)nnc12)S(=O)(=O)c1ccccc1	-1.4	-50.9	-6.3	11.9	0.6	-8.1	0.5	-20.0	0.1
CCN(CC(=O)NC(=O)NCc1ccccc1)Cc1nc2ccccc2c(=O)[nH]1	3.8	11.4	-1.6	0.9	0.7	3.9	0.1	1.6	1.6
CCOc1cc(/C=C2\N=C(C)OC2=O)cc(Br)c1OCC(=O)OC	-9.9	-31.9	-9.8	-8.9	-0.4	-4.2	0.8	-23.0	-15.0
Cn1c(=O)c2c(O)c(Cc3ccccc3)c(=O)[nH]c2n(C)c1=O	-6.0	-25.8	-1.2	-14.8	0.7	6.8	0.5	1.5	1.8
Cc1cccc(NC(=O)C2C(c3ccccc3)C2(Cl)Cl)c1 (centres undefined)	-0.5	73.6*	-2.0	-9.4	-2.9	-9.2	0.6	0.6	1.2
O=C(N/C(=C/c1ccco1)C(=O)N1CCCCCC1)c1cccs1	-9.5	0.4	-0.5	13.5	1.2	-5.4	0.2	4.9	-2.9
Cc1cccc(NC(=O)Cn2nnc(C(=O)NCc3ccco3)c2N)c1	-1.7	-10.4	1.6	9.8	-3.6	-2.6	1.0	-7.4	0.8
O=C(COc1ccc(S(=O)(=O)NC2CCCC2)cc1)N1CCCCCC1	4.6	41.8	-15.5	-13.1	3.3	-5.8	0.9	5.8	-0.5
Cc1ccc(-n2[nH]c(C)c(/C=C3/C=Nc4ccccc43)c2=O)cc1C	-9.2	16.0	1.3	-12.1	1.8	0.3	1.3	-14.0	-1.6
CCCCC(=O)Nc1ccc(NC(=O)c2ccc3c(c2)OCO3)cc1OC	3.2	9.2	-5.2	7.1	-0.5	-147.8	0.5	0.6	-1.4
Cc1ccc2[nH]cc(CCCN3C(=O)c4ccccc4C3=O)c2c1	-1.6	41.0	-6.8	-13.4	0.6	-26.1	0.8	-0.2	2.7
CCCCc1cc(=O)oc2c(C)c(OCc3nn[nH]n3)ccc12	-1.8	-3.9	-13.5	16.4	0.6	0.9	-0.1	-12.2	-0.4
CCOC(=O)c1c(C)[nH]c(C(=O)COC(=O)CNC(=O)c2ccccc2Cl)c1C	-0.9	-6.0	-4.8	-6.5	2.8	-7.5	-0.1	-10.0	0.2
CCOc1ccc2[nH]cc(S(=O)(=O)c3ccc(C)cc3)c(=O)c2c1	2.4	4.5	-7.3	5.1	-0.5	-4.7	0.7	3.2	-0.4
O=C(CNC(=O)c1ccc(-c2ccccc2)cc1)Nc1ccc(S(=O)(=O)Nc2ncccn2)cc1	-4.9	12.5	-11.8	10.9	-1.1	-8.3	0.3	-7.2	3.2
COc1ccc(N(CC(=O)Nc2nc3ccc(C)cc3s2)S(=O)(=O)c2c(C)nn(C)c2C)cc1	2.3	50.6	-27.3	3.0	1.9	-14.8	-0.2	-4.2	3.3
O=C(c1cc2ccccc2oc1=O)N1CCOCC1	0.9	-10.8	·	2.3	1.2	21.8	1.2	-21.0	-0.9
COc1ccc(CC(=O)Nc2ccc(N3CCOCC3)cc2)cc1S(=O)(=O)N1CCOCC1	-1.1	-5.8	·	12.3	2.0	-6.3	0.7	-26.6	0.6
CCCCCC(=O)Nc1ccc(S(=O)(=O)Nc2ccc(Cl)nn2)cc1	1.7	-5.0	-17.2	-14.3	1.6	-9.5	0.6	-1.0	1.2
Nc1nnc(SCC(=O)Nc2ccc3c(c2)OCCO3)s1	2.0	8.7	-16.6	6.3	2.2	-1.0	0.3	0.0	0.7
CCCCC(c1nnnn1Cc1ccco1)N1CCN(c2nc3ccccc3s2)CC1 (centres undefined)	3.8	32.1	-6.1	2.7	-1.0	-18.1	0.3	-17.6	2.2
COc1cc(C(=O)OCC(C)=O)ccc1OCc1c(C)noc1C	-1.2	-8.1	-10.8	12.4	0.3	-1.6	0.6	-14.1	-9.3
O=C(Cn1nnc(-c2ccccc2NC(=O)c2ccco2)n1)NC1CCCCC1	-1.9	-5.1	-9.7	-27.9	1.5	-0.7	0.6	5.1	3.1
Cc1ccccc1N1C(N)=NC(N)=NC1(C)C	-2.7	7.1	-1.6	14.8	0.2	-3.4	0.5	-12.6	0.2

Compounds listed so far with two or more sulfur atoms:
SMILES	Runt-SMMHC FRET	CHOP inh	Mdm2 ligase inh	PPC-1+TRAIL kill	zfTRPN1 agonist	p47phox inh	TRPML3 agonist	EBV gp42 block	TNF death inh
COc1ccc(N(CC(=O)Nc2nc3ccc(C)cc3s2)S(=O)(=O)c2c(C)nn(C)c2C)cc1	2.3	50.6	-27.3	3.0	1.9	-14.8	-0.2	-4.2	3.3
Nc1nnc(SCC(=O)Nc2ccc3c(c2)OCCO3)s1	2.0	8.7	-16.6	6.3	2.2	-1.0	0.3	0.0	0.7

Additional results follow:
SMILES	Runt-SMMHC FRET	CHOP inh	Mdm2 ligase inh	PPC-1+TRAIL kill	zfTRPN1 agonist	p47phox inh	TRPML3 agonist	EBV gp42 block	TNF death inh
CCOCCc1c(O)nc(SCCOc2ccc(C)c(C)c2)[nH]c1=O	3.2	13.6	-0.5	20.9	-0.3	-2.7	-0.1	-11.0	-0.2
COc1cc(CC(=O)Nc2ncc(C)s2)cc(OC)c1OC	1.9	-3.1	2.8	4.8	0.1	-27.8	0.1	-3.5	-0.3
COc1cc(CCC(=O)OCc2nnc(-c3ccccc3)o2)cc(OC)c1OC	0.9	-6.9	-19.4	31.8	1.5	-8.9	1.2	-29.6	0.3
CCCc1nnc(NC(=O)COC(=O)c2cc(C)nc3ccccc23)s1	2.2	43.0	-8.1	6.1	0.8	-7.4	-0.3	-1.8	-1.8
CCOc1ccc(CNCc2cccnc2)cc1	0.3	-12.8	-20.5	20.6	0.6	3.2	1.1	-14.2	-0.8
O=C(CCn1nc(-c2ccc(F)cc2)ccc1=O)NCc1ccccc1	-1.8	-1.4	-0.4	16.7	0.8	1.1	-0.5	-15.0	-0.6
O=S(=O)(/C=C/c1ccccc1)NCc1ccccc1Cl	7.3	4.6	-3.5	14.6	-2.0	0.0	-0.5	-4.2	1.0
COc1cccc(CNC(=O)C2CCN(S(=O)(=O)c3cnc[nH]3)CC2)c1	2.5	10.2	-3.7	8.7	-1.3	-0.1	0.3	5.1	1.5
CC(C)CC1CCCCC1OC(=O)CN1CCCCC1 (centres undefined)	1.2	-4.4	12.6	8.8	1.1	8.8	0.0	-8.2	1.0
CC(C)C(=O)NC(Nc1cccc2cccnc12)C(Cl)(Cl)Cl (centres undefined)	2.9	-2.3	-11.7	3.4	-1.8	-6.0	-1.9	-13.1	-5.3
CC1Cc2ccccc2N1C(=O)CO/N=C/c1ccc(OC(F)F)cc1 (centres undefined)	2.4	22.8	0.3	16.3	-0.4	-3.4	0.2	-4.6	3.5
CCCn1c(SCC(=O)N2CCCCC2)nnc1C(C)C	·	31.6	-6.8	·	0.3	-0.5	0.1	-9.9	-0.7
CCn1c(O)c(N=NC(=O)CNc2ccc(C)cc2)c2ccccc21	-1.9	-23.0	-8.8	-20.8	0.0	-4.9	1.1	-3.0	2.5
N#Cc1ccc(/C=N/NC(=O)c2cccc(S(=O)(=O)N3CCOCC3)c2)cc1	-0.6	-6.5	0.6	21.4	-0.8	-4.1	0.0	-11.9	1.0
CCc1nnc(NS(=O)(=O)c2ccc(NS(=O)(=O)c3ccccc3)cc2)s1	-2.9	37.8	-9.2	-9.6	2.0	11.8	-0.4	-9.0	-0.5
CCOC(=O)C(C)Sc1nc(-c2ccccc2)nc2ccc(F)cc12 (centres undefined)	-9.3	11.6	1.8	-4.0	0.5	-3.3	0.9	-1.7	-0.4
Cc1ccc(Cn2nnnc2CN2CCC(O)(c3ccccc3F)CC2)cc1	0.2	3.5	-1.7	-4.9	-0.1	-12.0	0.4	-10.4	2.5
O=[N+]([O-])c1ccc(O)c2cccnc12	-15.8	4.4	-11.6	-10.5	0.2	-3.5	0.1	31.1	-0.7
CN(C)c1ccc(/C=N/Nc2ccc(-n3ccnc3)nn2)cc1	-0.9	28.5	-9.0	3.2	0.1	-3.2	0.3	-2.9	-0.3
O=C(NCC1([N+](=O)[O-])CN(C(=O)c2ccccc2)CN(C(=O)c2ccccc2)C1)c1ccccc1	2.4	12.2	6.3	3.9	0.1	-6.4	0.2	-4.5	0.8
O=C(NCc1csc2ccccc12)Nc1cc(Cl)cc(Cl)c1	-1.8	86.3*	-9.6	8.2	1.0	-10.1	1.1	1.3	3.9
Cc1ccc(C(O)(COC(=O)C(C)C)COC(=O)C(C)C)c(O)c1	-0.6	-13.8	-10.3	14.9	-0.3	1.0	-0.7	-12.3	0.9
CCOCCCN1C(=O)CN(C2CCCCC2)C(=O)C1c1ccc(OCC)c(OC)c1 (centres undefined)	0.5	-15.2	1.2	4.7	0.3	-17.4	0.3	-11.6	-2.2
CCn1c(SCC(=O)Nc2cccc(F)c2)nnc1-c1cc2cc(Br)ccc2o1	-13.0	72.8*	-7.6	-3.9	-1.4	-4.3	0.5	-68.9	-0.4
CCC(CC)NC(=O)c1ccc2c(c1)OCCO2	2.9	13.7	-8.8	-7.4	1.4	-4.6	-0.2	-3.6	0.6
Cc1ccccc1N1CC(C(=O)Nc2nnc(SCC(=O)Nc3nccs3)s2)CC1=O (centres undefined)	-20.3	8.8	-15.6	16.9	-0.7	-39.1	-0.7	-17.4	1.6
COc1cccc(NC(=O)CC(C)=O)c1	0.2	36.7	9.2	11.4	0.2	-5.2	0.7	-12.6	1.2
C=CCc1ccccc1OCCCCN1CCCC1	-1.6	-12.7	-15.1	16.6	-0.1	-7.7	0.9	-15.7	2.3
Cn1ncc(C(=O)Nc2ccc(Cl)cc2)c1C(F)(F)F	0.1	-13.2	-10.4	6.1	0.9	-3.3	1.1	6.6	-1.2
COCC(=O)Nc1ccc(C(N)=O)cc1	-4.1	-22.8	-28.1	9.7	1.4	-4.5	0.4	-18.4	1.2

Assay outcomes deposited in PubChem BioAssay by several laboratories.
